Abs 340nm = compound light absorbance at 340 nm, profiling panel, artefact control, biochemical, MLSMR library, data from PS, PMK, MK assays; compound absorbance at 340 nm, fold over control; fold change at 10 µM; 65,000 tested, under 10 active;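 active means at 10 µM dose, initial 340 nm absorbance at least 2 fold that of control wells; inactive means change under 2 fold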;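 further: initial absorbance extrapolated from kinetic A340 decline of NADH oxidation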
PKA inh = inhibitors of human PKA kinase activity, primary screen, biochemical, ATP-depletion luminescence, Kemptide substrate; cAMP-dependent protein kinase catalytic subunit alpha (Homo sapiens), P17612; PKA Kemptide phosphorylation, Kinase-Glo ATP luminescence; inhibition, % at 6 µM; hit rate 0.1% among 65,000; AID 524, 2006;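 active means inhibition above the screen-wide mean inhibition plus 3 SD, cut at about 21% in these data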; further: many of its hits are not listed in these tables
DUSP1 inh = MKP-1 phosphatase inhibitors, primary screen, biochemical, in vitro; Dual specificity protein phosphatase 1 (Homo sapiens), P28562; recombinant MKP-1, OMFP hydrolysis fluorescence; inhibition, %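 (compounds tested at a single concentration somewhere between 10 and 100 µM)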; hit rate 0.15% among 65,000;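 active means inhibition above about 50%, limit read from the data; inconclusive means inhibition over screen mean plus 3 SD, below that limit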;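 further: 0% = DMSO max control wells and 100% = wells with enzyme stopped by NaOH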
Target sequence (P28562 whole entry, looked up): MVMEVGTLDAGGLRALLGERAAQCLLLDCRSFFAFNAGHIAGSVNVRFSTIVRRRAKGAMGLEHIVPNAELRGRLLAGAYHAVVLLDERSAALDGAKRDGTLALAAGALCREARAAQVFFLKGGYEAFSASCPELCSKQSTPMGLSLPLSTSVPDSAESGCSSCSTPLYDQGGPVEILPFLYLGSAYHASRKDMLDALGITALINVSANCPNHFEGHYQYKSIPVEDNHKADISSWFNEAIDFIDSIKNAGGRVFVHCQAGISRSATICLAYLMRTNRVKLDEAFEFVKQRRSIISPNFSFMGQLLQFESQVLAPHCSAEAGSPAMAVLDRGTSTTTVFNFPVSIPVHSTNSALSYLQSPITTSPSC
Fluor 339 460 = intrinsic fluorescence of library compounds, ex339/em460 – biochemical, MLSMR library, data from DPM-DC assay, artefact control, profiling panel. compound autofluorescence, ex339/em460 nm, NADH buffer; stronger effect = higher value; 1 = no-compound wells, NADH background. fluorescence fold increase at 10 µM. hit rate 5.5% among 65,000. AID 709, 2007;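 active means at 10 µM, mean starting fluorescence two-fold or more over control wells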;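 further: signal is the first read of a kinetic run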
HER2 expr 66K = inhibitors of Her2 protein expression, primary screen, SKBR-3 cells, AlphaScreen, 66K library; Receptor tyrosine-protein kinase erbB-2 (Homo sapiens), P04626; SKBR-3 HER2 protein level, 18-24 h; stronger effect = lower value; HER2 level % of control, % at 10 µM; hit rate 0.69% among 65,000; AID 645, 2007;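 active means HER2 level under 5% of the carrier-only control; inconclusive means no clear call, values can overlap the other calls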;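 further: 100% = DMSO carrier and 0% = 500 nM PU-H71 HSP90 inhibitor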
JNK3 inh = JNK3 kinase activity inhibitors, primary screen, biochemical, human, purified enzyme; inhibition, % at 8 µM; HTS; hit rate 0.61% among 60,000; in the data active means inhibition above about 17%;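 further: 0% = DMSO and 100% = reference inhibitor; many of its hits are not listed in these tables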
Target sequence (P53779 whole entry, looked up): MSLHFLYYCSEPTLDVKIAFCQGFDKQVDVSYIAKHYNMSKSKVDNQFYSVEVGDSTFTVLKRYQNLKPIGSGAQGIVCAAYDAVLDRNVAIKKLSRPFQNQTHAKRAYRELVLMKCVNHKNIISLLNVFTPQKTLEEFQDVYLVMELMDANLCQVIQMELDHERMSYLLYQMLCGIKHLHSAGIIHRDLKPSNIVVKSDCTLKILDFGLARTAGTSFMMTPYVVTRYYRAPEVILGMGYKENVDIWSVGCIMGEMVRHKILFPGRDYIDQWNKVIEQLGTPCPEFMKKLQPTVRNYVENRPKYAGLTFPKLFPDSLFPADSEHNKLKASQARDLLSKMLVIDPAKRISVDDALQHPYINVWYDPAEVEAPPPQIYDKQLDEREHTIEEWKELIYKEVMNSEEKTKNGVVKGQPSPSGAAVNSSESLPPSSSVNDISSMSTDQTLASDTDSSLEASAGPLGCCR
Cdc25B block = inhibitors of Cdc25B phosphatase catalytic domain, primary screen, biochemical, OMFP fluorescence; recombinant Cdc25B, OMFP fluorescence Ex485/Em525; inhibition, %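 (compounds tested at 10 µM final in the well)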; hit rate 0.1% among 65,000; AID 368, 2006; in the data active means inhibition above about 50%
Hsp90 inh = tumor Hsp90 inhibitors, primary screen, cell lysate, fluorescence polarization, NCI-N417 lysate; Heat shock protein HSP 90-alpha (Homo sapiens), P07900; inhibition, % at 30 µM; Cy3B-geldanamycin FP displacement; hit rate 0.35% among 64,000;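 active means inhibition above 50%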;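 further: 0% = tracer plus lysate wells and 100% = tracer alone without lysate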
ROCK2 blocker = inhibitors of human ROCK2 kinase, primary screen, biochemical, high-throughput, luminescence; purified ROCK2, Kinase-Glo ATP depletion luminescence; AID 604, 2007; hit rate 0.35% among 60,000; inhibition, % at 6 µM; Rho-associated protein kinase 2 (Homo sapiens), O75116;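 active means inhibition above the screen-wide mean inhibition plus 3 SD, cut at about 18% in these data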;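 further: plate controls were DMSO wells for no effect and Y-27632 control wells after no-enzyme background subtraction for full effect; many of its hits are not listed in these tables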
The depositor's hits bear a star; ? = inconclusive; · = no result given.

SMILES	Abs 340nm	PKA inh	DUSP1 inh	Fluor 339 460	HER2 expr 66K	JNK3 inh	Cdc25B block	Hsp90 inh	ROCK2 blocker
CC1(C)NC(=O)N(CCOCCSc2ccccc2)C1=O	1.03	3.1	11.4	1.08	130.1	3.1	0.2	-0.2	0.5
Cc1cc(=O)[nH]c(SCC(N)=O)c1C#N	1.02	5.1	-24.9	1.12	84.5	0.4	3.9	-3.0	0.2
CC(=O)N1c2ccccc2N(Cc2ccc(C)cc2C)C(=O)C1(C)C	1.03	-1.5	1.3	0.95	73.3	1.1	-15.2	0.9	0.1
COc1ccc(CCNC(=O)CS(=O)Cc2nc(-c3cccs3)oc2C)cc1OC (stereo not drawn)	1.04	-3.5	37.5	1.15	102.8	2.7	4.1	-8.7	-4.2
CCOC(=O)Nc1ccc2c(c1)N(C(=O)CN(CC)CC)c1ccccc1C=C2	0.99	4.5	-0.4	1.07	68.6	-2.7	14.1	-4.7	1.8
CCOc1ccc(-n2c(SCC)nc3c(c2=O)SCC3)cc1	1.08	-0.9	4.2	1.03	108.7	·	-5.2	·	·
COC(=O)c1ccccc1NC(=O)CN(C)S(=O)(=O)c1cc(C)ccc1OC	1.01	0.9	4.5	1.04	80.9	-2.0	-6.0	-4.3	-0.3
Cc1noc(C)c1COC(=O)c1ccc(S(=O)(=O)NCc2ccco2)cc1	1.03	8.9	-5.2	1.14	93.4	-2.9	-14.1	-4.3	5.5
CCCCn1c(SCC(=O)N(CC)C2CCS(=O)(=O)C2)nnc1C(CC)N(C)C (stereo not drawn)	1.01	1.3	-4.2	1.09	103.6	0.3	-2.2	-0.5	-1.1
Cc1c(N(C)C(=O)C2CCCN2S(=O)(=O)c2ccccc2)c(=O)n(-c2ccccc2)n1C (stereo not drawn)	1.02	8.3	-3.6	1.1	46.8	-5.2	0.8	-3.7	8.1
CCCNC(=O)Nc1cc(OCC)c(N2CCOCC2)cc1OCC	1.05	1.6	5.9	1.22	81.9	-8.5	-7.4	8.9	6.0
CC1(C)CC(=O)c2sc(N)nc2C1	1.11	-0.8	-1.8	1.1	100.9	-0.1	-9.4	-3.8	0.7
O=C(Nc1cccc2ncccc12)c1ccc2c(c1)OCCO2	0.97	9.1	7.3	1.01	75.4	5.6	-6.0	-0.7	8.4
COc1ccccc1C(=O)N1CCNC(=O)C1CC(=O)Nc1ccc(Cl)cc1 (stereo not drawn)	0.98	1.3	12.9	1.05	67.3	-3.7	-11.4	-2.7	-1.6
O=C(Nc1ccc(O)cc1C(=O)O)c1ccc2c(c1)C(=O)N(Cc1ccco1)C2=O	1.14	-1.2	5.9	1.02	115.4	4.6	-9.2	-5.0	4.3
N=c1n(Cc2ccc(Cl)cc2)c2ccccc2n1CC(O)c1ccco1 (stereo not drawn)	1	4.0	0.2	1.02	75.5	6.9	-29.6	-1.8	11.2
CSc1ccccc1C(=O)NCCSC(C)(C)C	1.05	11.0	0.2	1.08	111.6	-5.6	-11.6	-4.9	8.2
CCn1cc(C(=O)NCC2CCCO2)c(=O)c2cc(S(=O)(=O)N(C)C3CCCCC3)ccc21 (stereo not drawn)	1.03	-5.0	20.1	1.05	79.7	4.7	-4.0	-0.5	-2.1
CCOC(=O)C1CCCn2c1nc1sc3c(c1c2=O)CCCC3 (stereo not drawn)	1.02	6.3	1.2	1.06	92.9	0.8	-21.3	-5.4	3.5
COc1ccccc1-n1cnnc1SCC(=O)c1ccc[nH]1	0.99	5.1	-0.6	1.04	97.8	7.6	0.9	-5.1	5.7
CCOC(=O)c1ccccc1NC(=O)COC(=O)C1=COCCO1	0.99	-5.8	-0.2	1.01	91.0	·	2.4	-1.6	·
CCCCN1C(=O)C(O)(CC(=O)c2ccco2)c2cc(Br)ccc21 (stereo not drawn)	0.97	8.0	-5.4	1.09	64.5	0.8	-9.4	-4.1	2.9
COCCNC(=O)C(c1cccs1)N(C(=O)Cn1nnc2ccccc21)c1cccc(C)c1 (stereo not drawn)	1.04	6.0	0.9	1.13	83.2	0.8	-5.6	-2.9	6.6
CC(NC(=O)CSc1n[nH]c(=O)n1C1CC1)C12CC3CC(CC(C3)C1)C2 (stereo not drawn)	0.97	8.1	0.3	1.04	128.6	3.6	-9.7	-1.9	5.8
CCOC(=O)C1CCN(S(=O)(=O)c2nc3nc(C)cc(C)n3n2)CC1	0.99	0.7	12.8	1.09	59.3	-0.6	-2.5	-0.9	-0.5
O=C(CCCOc1ccccc1)Nc1nncs1	1	5.2	7.3	1.1	68.1	4.0	20.0	-3.3	1.4
Cc1c(N(C)C(=O)c2ccccc2F)c(=O)n(-c2ccccc2)n1C	0.97	10.3	2.7	1.1	82.1	2.8	23.0	-1.1	5.2
Cc1ccc(C)c(N(CC(=O)NCCSCc2ccco2)S(C)(=O)=O)c1	1.04	7.1	0.7	0.74	65.0	0.9	-1.0	-6.5	6.6
CS(=O)(=O)N(CC(=O)NCC1CCCO1)Cc1ccc(Cl)cc1 (stereo not drawn)	1.01	1.8	-3.6	1.04	90.4	9.8	1.7	-2.2	5.8
CCCCN(C)CCCNC(=O)CC1Oc2ccccc2NC1=O (stereo not drawn)	1.01	-9.2	-18.5	1.08	79.4	1.5	-3.1	-0.8	-2.1

Laid out differently: three of the compounds above.
Fields: Abs 340nm, PKA inh, DUSP1 inh, Fluor 339 460, HER2 expr 66K, JNK3 inh, Cdc25B block, Hsp90 inh, ROCK2 blocker
- CS(=O)(=O)N(CC(=O)NCC1CCCO1)Cc1ccc(Cl)cc1 (stereo not drawn)
  1.01, 1.8, -3.6, 1.04, 90.4, 9.8, 1.7, -2.2, 5.8
- CCOC(=O)c1ccccc1NC(=O)COC(=O)C1=COCCO1
  0.99, -5.8, -0.2, 1.01, 91.0, ·, 2.4, -1.6, ·
- CCCCN(C)CCCNC(=O)CC1Oc2ccccc2NC1=O (stereo not drawn)
  1.01, -9.2, -18.5, 1.08, 79.4, 1.5, -3.1, -0.8, -2.1

Later entries:
SMILES	Abs 340nm	PKA inh	DUSP1 inh	Fluor 339 460	HER2 expr 66K	JNK3 inh	Cdc25B block	Hsp90 inh	ROCK2 blocker
Cc1cc(Cl)c(S(=O)(=O)NCc2cccnc2)cc1OCC(N)=O	1.05	2.6	3.4	1.12	115.3	1.4	-3.3	-6.1	4.7
COc1ccc(CN(C(=O)CN2C(=O)C(C)Oc3ccccc32)C2CCCC2)c(OC)c1 (stereo not drawn)	0.99	10.2	8.2	1.1	52.6	1.0	17.1	-3.9	1.9
O=C(O)CCn1c(=O)[nH]c2ccccc2c1=O	1.04	7.5	2.3	1.05	77.0	0.0	-17.0	-3.9	1.4
CCOC(=O)Cc1ccc(NS(=O)(=O)c2ccc(SC)cc2)cc1	0.97	11.0	-3.9	1.02	120.4	-1.6	-22.5	-0.4	5.4
CCOc1nc(-c2ccccc2)ccc1-c1noc(-c2ccc(OC)c(OC)c2)n1	1.02	5.4	6.0	1.81	127.7	·	-5.3	2.4	·
CCOc1ccc(NC(=O)Cn2nnc(C(=O)NCc3ccccc3OC)c2N)cc1	0.99	3.5	-7.7	1.16	84.1	2.1	2.4	3.6	-2.3
O=C(c1ccc(COCC(F)(F)F)o1)N1CCCCCC1	0.99	-2.0	-2.7	1.21	85.7	-2.6	-3.2	3.3	-1.2
O=C(CSc1nc2ccccc2c(=O)n1-c1ccc(Cl)cc1)c1ccco1	1.06	1.7	19.9	1.04	72.9	5.3	2.9	-4.4	0.5
CC1CCCN(Cc2nc3c(c(=O)n(C)c(=O)n3C)n2Cc2cccc3ccccc23)C1 (stereo not drawn)	1.04	4.0	6.0	1.09	63.7	-2.2	-2.1	-2.8	-7.3
CCc1ccccc1NC(=O)c1cnc2scc(C)n2c1=O	1.2	-4.5	8.6	1.05	82.8	-5.5	-7.3	-0.6	1.5
CCC(C)NC(=O)c1cc(OC)c(OC)c(OC)c1 (stereo not drawn)	1.01	2.9	1.5	1.04	91.0	-12.0	-12.0	1.5	0.5
O=C(CCCN1CCC(c2ccccc2)C1)c1ccc2c(c1)OCCO2 (stereo not drawn)	0.98	-3.6	-11.1	1.13	92.8	-7.8	-20.0	-0.7	-3.1
Cc1ccc(-c2noc(CCC(=O)NCCN3CCN(Cc4ccccc4)CC3)n2)cc1	0.97	4.9	10.4	1.08	108.9	1.2	-28.1	-0.6	6.3
Cc1cc(N2CCN(C(=O)c3ccco3)CC2)n2nc(-c3cccc(F)c3)cc2n1	1.01	3.8	32.6	1.96	89.4	-3.9	-6.6	-2.5	3.4
Cc1cc(C)nc(N2CCC(C(=O)NCCc3ccc(F)cc3)CC2)n1	1.05	8.2	2.6	1.5	74.0	-4.6	-2.2	-1.4	-1.2
CCC1CCCCN1C(=O)CSc1nnc(-c2ccc(Cl)s2)o1 (stereo not drawn)	1.02	-1.6	-12.0	1.3	87.4	-3.6	-6.1	-3.5	-3.1
CC1CCN(CC(O)COc2ccc(F)cc2)CC1 (stereo not drawn)	1.02	6.5	8.2	0.85	96.6	2.8	-8.0	-0.3	3.2
O=C(NCc1ccccn1)C1CCN(S(=O)(=O)c2ccccc2)CC1	1.02	-0.7	0.0	1.07	178.9	·	-15.5	·	·
CCn1cc(C(=O)NCc2ccco2)c(=O)c2cc(S(=O)(=O)N3CCC(C)CC3)ccc21	1.03	14.6	?	1.06	85.6	3.1	-5.4	-3.1	7.4
COc1ccc(CNC(=O)COC(=O)c2c[nH]c(=O)[nH]c2=O)cc1OC	1.02	9.2	0.8	1.08	85.0	6.2	-9.0	1.9	3.7
COc1ccc(C(CNC(=O)c2ccc3c(c2)C(=O)N(CCC(C)C)C3=O)N2CCOCC2)cc1 (stereo not drawn)	1.01	4.6	36.1	1.12	122.0	-6.2	-8.5	-4.7	3.4
Cc1cc(=O)c2c(O)c(O)ccc2o1	1.07	-1.5	5.6	1.27	95.1	-8.5	-1.4	40.9	-0.8
COc1ccc(N(CC(=O)Nc2cc(OC)ccc2OC)S(C)(=O)=O)cc1	1.03	11.1	-3.7	1.15	80.0	1.6	-4.4	-1.4	6.7
COc1cc(OC)cc(C(=O)NCc2nc(-c3ccccc3)no2)c1	1.01	12.2	-5.3	1.1	75.8	-3.8	-16.3	-14.3	2.9
O=C(CSc1nc(-c2ccco2)cc(C(F)(F)F)n1)Nc1ccc2c(c1)CCC2	1.07	1.4	7.5	1.17	37.9	6.3	-5.9	-7.9	0.7
CCn1cc(C(=O)N2CCOCC2)c(=O)c2cc(S(=O)(=O)N(C)C)ccc21	1.12	2.5	0.2	1.07	85.2	5.0	-8.2	-5.0	1.2
N/C(=N\O)c1ccc(NC(=O)c2ccc(Br)o2)cc1	1.05	2.2	5.1	1.08	91.1	7.7	-1.8	-1.3	-2.8
Cc1cccnc1NC(=O)CCCN1C(=O)c2ccccc2C1=O	1	0.2	-12.0	1.06	92.3	-4.2	1.2	-2.2	-3.0
O=C(Nc1ccccn1)C12CC3CC(C1)CC(C(=O)Nc1ccccn1)(C3)C2	1.01	5.3	28.8	1.08	68.8	4.1	-1.8	-1.3	-2.3
COc1cccc(NC(=O)CSc2nncn2-c2ccccn2)c1	1.02	7.5	14.4	1.11	119.7	-1.2	2.6	0.3	-0.8

Screening results (PubChem BioAssay)

An excerpt; count on the stated rates, not on these rows.
